Source: PubChem BioAssay
PAFAH1B2 FP inh – PAFAH1B2 (human) inhibition. AID 492953. inhibition, % at 3.39 µM. recombinant PAFAH1B2, FP-rhodamine activity probe, fluorescence polarization. hit rate 1.2% among 340,000;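 active = inhibition above the mean of all tested compounds plus 3 SD, cut at about 24% in these data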;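 note: 0% = enzyme with DMSO and 100% = wells lacking PAFAH1B2; many of its hits are not listed in these tables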
Target sequence (P68402 whole entry, looked up): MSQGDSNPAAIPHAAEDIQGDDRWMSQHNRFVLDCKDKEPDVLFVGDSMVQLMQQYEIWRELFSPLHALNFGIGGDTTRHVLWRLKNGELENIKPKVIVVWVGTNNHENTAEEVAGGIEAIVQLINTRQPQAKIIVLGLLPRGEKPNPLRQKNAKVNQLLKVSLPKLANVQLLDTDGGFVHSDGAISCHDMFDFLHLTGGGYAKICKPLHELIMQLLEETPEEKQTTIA
BCLXL inh – blocks human Bcl-xL binding to Bim BH3 peptide; Q07817; GST-Bcl-xL / FITC-Bim BH3 peptide fluorescence polarization; inhibition, % at 10.9 µM; hit rate 0.7% among 320,000; AID 2129;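 active = inhibition above the mean of all tested compounds plus 3 SD, cutoff set per campaign, cut at about 30% in these data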;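 note: 0% = DMSO wells and 100% = unlabeled Bim-BH3 peptide competitor; inhibitors lower millipolarization by displacing the labeled peptide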
Target sequence (Q07817 whole entry, looked up): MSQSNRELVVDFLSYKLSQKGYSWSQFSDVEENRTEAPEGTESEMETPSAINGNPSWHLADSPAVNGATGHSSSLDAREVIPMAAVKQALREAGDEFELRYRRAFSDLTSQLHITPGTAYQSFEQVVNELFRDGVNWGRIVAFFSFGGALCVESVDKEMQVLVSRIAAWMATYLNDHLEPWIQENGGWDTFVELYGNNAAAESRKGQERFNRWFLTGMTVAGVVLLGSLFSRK
MEX-5 binding – C. elegans MEX-5 TCR-2 RNA binding activity. Q9XUB2. MEX-5/FITC-TCR2 RNA binding, fluorescence polarization; hits give low values. activity score (negative = inhibition of binding), % at 10 µM. hit rate 0.38% among 300,000;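 active = inhibition past about -25% in most replicates, and total fluorescence under double the plate's negative control median, limit read from the data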;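 note: 0% = DMSO and -100% = 5 µM competing unlabeled TCR2 RNA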
pPAFAH inh – pPAFAH (human) enzyme inhibition; Q13093; recombinant pPAFAH, FP-rhodamine probe fluorescence polarization; inhibition, % at 3.39 µM; hit rate 1.5% among 330,000;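 active = inhibition above the mean inhibition across the screen plus 3 SD, cut at about 25% in these data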;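 note: inhibitors block binding of the rhodamine activity-based probe so polarization drops; 0% = enzyme with DMSO and 100% = wells lacking pPAFAH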
PME-1 primary – PME-1 (human) inhibition. Q9Y570. recombinant PME-1, FP-Rh probe fluorescence polarization. inhibition, % at 5.9 µM. hit rate 0.53% among 320,000. AID 2130;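 active = inhibition above the campaign mean of all compounds plus 3 SD, cut at about 26% in these data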;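 note: competitive labeling of PME-1 active site by serine hydrolase directed probe; 0% = PME-1 with DMSO and 100% = wells lacking PME-1 enzyme; inhibitors block probe labeling so polarization falls and inhibition rises; many of its hits are not listed in these tables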
MCL1-BIM inh – inhibitors of human MCL1 binding to BIM-BH3 peptide. Q07820. GST-MCL1 / FITC-Bim-BH3 fluorescence polarization. inhibition, % at 10.9 µM. hit rate 0.68% among 320,000;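 active = inhibition above the mean inhibition of all tested compounds plus 3 SD, set per campaign, cut at about 40% in these data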;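 note: 0% = DMSO wells and 100% = unlabeled Bim-BH3 peptide control; higher means more loss of mP so more displacement of Bim peptide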
AHR activator – activators of human aryl hydrocarbon receptor; AID 2796; hit rate 2.5% among 320,000; P35869; activation, % at 5 µM; AHR-responsive luciferase reporter cells, luminescence; in the data active = activation above about 47%;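 note: 0% = vehicle wells and 100% = reference agonist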
GLD-1 RNA inh – GLD-1-TGE RNA interaction inhibition (C. elegans) | purified GLD-1 + fluorescein TGE RNA, fluorescence polarization | inhibition, % at 5.96 µM | hit rate 0.44% among 320,000 | AID 2280;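 active = percent inhibition above a per-plate cutoff, the plate mean of test compounds plus 3 SD, cut at about 30% in these data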;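 note: 0% = DMSO wells with GLD-1 and probe and 100% = wells lacking GLD-1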
Target sequence (Q17339 whole entry, looked up): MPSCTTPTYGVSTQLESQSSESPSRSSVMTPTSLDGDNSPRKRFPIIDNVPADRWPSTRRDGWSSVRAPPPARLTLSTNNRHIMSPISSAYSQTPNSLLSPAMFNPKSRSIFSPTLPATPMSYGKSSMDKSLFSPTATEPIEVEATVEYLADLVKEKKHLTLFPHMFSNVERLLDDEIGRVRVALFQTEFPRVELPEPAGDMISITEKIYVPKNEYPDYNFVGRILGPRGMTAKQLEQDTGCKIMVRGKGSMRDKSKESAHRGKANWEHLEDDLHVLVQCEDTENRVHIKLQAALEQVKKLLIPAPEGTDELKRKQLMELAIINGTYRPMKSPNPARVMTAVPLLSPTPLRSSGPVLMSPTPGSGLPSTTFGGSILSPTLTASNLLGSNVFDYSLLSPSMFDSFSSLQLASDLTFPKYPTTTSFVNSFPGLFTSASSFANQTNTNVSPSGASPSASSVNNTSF
Fam108B inh – counter-screen for RBBP9 inhibitors: inhibitors of mouse Fam108B. recombinant Fam108B, FP-Rh probe fluorescence polarization. inhibition, % at 9.51 µM. hit rate 0.33% among 300,000;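 active = inhibition above the screen mean inhibition plus 3 SD, computed separately per campaign, cut at about 18% in these data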;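 note: inhibitors lower polarization as less probe binds the enzyme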
* = called active by the depositor; . = no result given. An excerpt; rates above refer to the full screens.

SMILES	PAFAH1B2 FP inh	BCLXL inh	MEX-5 binding	pPAFAH inh	PME-1 primary	MCL1-BIM inh	AHR activator	GLD-1 RNA inh	Fam108B inh
CCOC(=O)/C(C#N)=C/c1cn(CCC(=O)O)nc1-c1cccc(Br)c1	3	1	3.5	6	1	-1	1	8	7
Cc1cc(C)cc(NC(=S)NC(=O)CCN2C(=O)c3ccccc3C2=O)c1	3	5	1.1	7	6	3	18	-3	-3
CN(C)c1cc[n+](Cc2c(Cl)cccc2Cl)cc1	-1	8	-0.8	5	2	-1	-4	-5	6
COc1cccc(CNC(=O)C2CCCN(S(=O)(=O)c3c(C)[nH]c(=O)[nH]c3=O)C2)c1 (stereo unspecified)	5	5	-0.7	0	-5	2	0	2	0
CCc1nc(SCC(=O)NCC2CCCO2)c2c(=O)n(C)c(=O)n(C)c2n1 (stereo unspecified)	7	0	-1.7	-2	1	-3	-1	4	3
Cc1ccc(-n2c3nc(=O)[nH]c(=O)c-3cc3c(C)nn(-c4ccccc4)c32)c(C)c1	4	0	0.1	-2	-4	-5	0	6	1
O=C(/C=C/c1c(Cl)cccc1Cl)NCCCn1ccnc1	.	3	1.6	1	4	5	48*	2	0
Cc1cc2nc3c(c(C(F)(F)F)n2n1)CCCC3	0	5	-3.6	2	2	0	1	4	3
O=S(=O)(Nc1ncccn1)c1ccc(NS(=O)(=O)c2cccc(Cl)c2Cl)cc1	9	0	-0.2	3	8	6	1	1	2
Cc1ccc(C2CC(=O)c3cnc(N4CCN(c5ccccc5)CC4)nc3C2)cc1 (stereo unspecified)	2	3	-0.5	4	5	-1	0	3	3
O=C(COc1ccc(Cl)cc1Cl)Nc1ccc(-c2ccc(N3CCOCC3)nn2)cc1	0	-17	0.7	10	-4	-9	3	4	-6
Cc1ccc(C(=O)Nc2cccc(C(=O)N/N=C/c3ccccc3F)c2)cc1	2	2	3.5	-34	-22	4	22	2	-9
CC(=O)Nc1ccccc1NC(=O)c1cccc2ccccc12	9	-1	0.3	3	7	-2	23	5	4
COc1ccc(OC)c(N(CC(=O)Nc2cccnc2)S(=O)(=O)c2ccc(OC)c(OC)c2)c1	4	3	-0.9	3	1	3	0	3	1
Cc1nc2c(-c3ccc(F)cc3)c(C)nn2c(C)c1CCC(=O)Nc1ccc(F)cc1F	6	6	-2.9	-5	-2	-5	1	4	8
O=C(NCCCN1CCOCC1)c1cc2c(=O)[nH]c3ccccc3c2s1	4	8	-0.2	3	4	1	-3	4	2
Cc1ccc(-c2nc(C)sc2CC(=O)Nc2cccc(C)c2C)cc1	1	1	-2.6	1	-5	0	-2	3	-4
Cc1ccc(S(=O)(=O)N2CCN(C(=O)C(C)Cn3nc(C)c(C)c3C)CC2)cc1C (stereo unspecified)	-3	-2	-2.6	0	8	4	-2	1	0
CCOC(=O)c1cc(C(=O)OCC)cc(-n2c(C)cc(C(=O)CN3CCOCC3)c2C)c1	-4	1	4.6	10	-2	-2	2	4	1
Cc1cc(NC(=O)C23CC4CC(C2)CC(n2cnc([N+](=O)[O-])n2)(C4)C3)no1	2	2	1.5	4	-3	2	-1	7	0
Cc1ccc(NC(=O)/C(=C\c2ccccc2)NC(=O)/C=C/c2ccccc2)cc1	-4	5	-0.1	3	-10	2	2	-3	-8
COc1ccc(CN(Cc2cc3cccc(C)c3[nH]c2=O)C(=O)N(C)C)cc1	-2	3	3.6	4	3	9	4	1	4
COCCn1c(SCC(=O)NCCCN2CCCC2=O)nc2ccccc2c1=O	-1	.	.	0	.	.	-2	3	.
C=C1CCN(C(CC(C)C)C(=O)OC)S(=O)(=O)c2ccccc21 (stereo unspecified)	0	2	4.3	4	3	0	1	3	1
O=C(OCC(=O)C12CC3CC(CC(C3)C1)C2)c1ccc(CO)cc1	18	-7	.	0	3	-11	-2	0	.
Cc1ccc(Cl)cc1N1CCN(C(=S)NCc2ccco2)CC1	6	5	1.8	14	-2	4	-3	9	0
O=C(c1noc2c1CCCC2)N1CCN(Cc2ccccc2)CC1	0	2	-3.2	7	-2	-1	5	2	2
Cc1ccc(NCCc2ccc(C)nc2)cc1	6	0	0.2	7	-7	-3	1	6	-3
Cc1cc(C)nc(-n2nc(C)cc2NC(=O)CN2CCCC2)n1	-2	5	-0.1	-7	1	8	9	12	-1
O=C(CSc1nnnn1C1CCCCC1)N1c2ccccc2Sc2ccccc21	9	6	0.9	-2	0	4	5	-5	-2
O=C(Oc1ccccc1)c1ccc(NC(=O)c2ccco2)cc1	5	1	-3.3	-1	-8	0	0	-1	-1
NC(=O)c1ccccc1NC(=O)CSc1cn[nH]n1	-2	-3	2.0	-5	-4	-1	1	10	-2
CCN(CC)S(=O)(=O)c1cc(C(=O)N(C)CC(=O)Nc2ccc(Cl)cc2)ccc1Cl	0	-5	1.8	1	-2	-3	13	4	0
O=C(c1ccc(S(=O)(=O)N2CCCCC2)cc1)N1CCCc2ccccc21	4	1	-0.4	11	2	18	1	-5	-1
CCCC#Cc1ccc2c(c1)COc1c3ccccc3nn1-2	0	-5	1.5	3	-11	-4	109*	6	1
Cc1ccc(C(=O)N(c2c(C)n(C)n(-c3ccccc3)c2=O)C(C)C)cc1	-3	5	1.1	5	-3	-1	0	1	0
Fc1ccc(N2CCN(Cc3c[nH]c4ccccc34)CC2)cc1	.	4	-0.6	6	-1	7	8	4	-4
CCCCn1c(-c2nonc2N)nc2ccccc21	-1	4	-0.3	6	-2	-5	3	-3	-8
Cc1ccc(/C=C/S(=O)(=O)N2CCC(C(=O)O)CC2)cc1	4	1	0.3	3	-2	6	0	3	0
O=C(COC(=O)Cc1c(Cl)cccc1Cl)Nc1ccc(OC(F)(F)F)cc1	-4	0	2.1	9	3	-4	67*	10	-7
Cn1nnnc1Sc1ncnc2scc(-c3cccc(S(C)(=O)=O)c3)c12	1	0	.	-1	2	1	-12	5	.
Nc1nnc(SCC(=O)N2CCc3ccccc32)n1-c1ccccc1	4	8	0.7	4	4	2	21	1	-2
CCCN1CCC(=O)N([C@H](CSc2ccccc2)Cc2ccccc2)CC1	2	3	0.7	1	0	2	4	-1	0
CCC/C(=N\NC(=O)C1CC1)c1ccccc1	.	3	-4.0	-1	0	5	21	5	-1
CCn1c2ccccc2c2nnc(NN)nc21	-5	10	-3.8	0	4	7	15	7	-7
O=C(CN(Cc1cccs1)C(=O)CCC(=O)Nc1ccccn1)NCc1ccccc1	2	5	-1.7	1	-3	7	1	0	-4
O=C(O)C1=C[C@H](c2ccc3c(c2)OCO3)C[C@H](OCCCCO)O1	-1	2	1.6	4	-1	-2	12	2	-1
O=C(C[n+]1ccccc1)N/N=C/c1ccc(F)cc1	.	5	0.1	1	-5	16	0	-3	4
C=CCONC(=O)c1cc(OCC(F)(F)F)ccc1OCC(F)(F)F	7	2	-5.2	6	-4	-2	1	1	-1
COc1cc2cnc(-c3cccnc3)cc2cc1OC	2	.	.	2	.	.	-2	1	.

Next part.
SMILES	PAFAH1B2 FP inh	BCLXL inh	MEX-5 binding	pPAFAH inh	PME-1 primary	MCL1-BIM inh	AHR activator	GLD-1 RNA inh	Fam108B inh
COc1ccccc1-c1nnc2n1N=C(c1ccc(O)c(O)c1)CS2	7	11	-1.2	17	8	14	15	2	10
CCCCCc1nnc(NC(=O)c2ccc(=O)n(C)n2)s1	1	-1	-1.3	4	1	-5	3	-4	-1
COc1ccc(COC(=O)C2=C(C)NC(=O)NC2c2cc(OC)ccc2OC)cc1 (stereo unspecified)	4	9	0.2	4	1	11	4	4	0
Cc1cc2ccccn2c1C(=O)c1ccc(C#N)cc1	6	-1	0.4	3	-8	4	-6	5	-5
Cc1ccc(C2CC(C(F)(F)F)n3ncc(C(N)=O)c3N2)cc1 (stereo unspecified)	7	4	0.8	3	12	4	-1	-1	0
Cc1ccn2cc(C(=O)Nc3nnc(C)s3)nc2c1	3	3	1.0	-3	7	0	10	5	6
COC(=O)c1cccc(COC(=O)c2ccc(N(C)C)cc2)c1	2	-2	-1.4	5	2	3	5	-3	6
CCSc1nc(=S)n(-c2ccccc2)c(C)c1C(C)=O	5	3	0.2	5	2	9	2	-1	-1
O=C(COC(=O)CNC(=O)c1ccc(Cl)c([N+](=O)[O-])c1)NC(=O)CN1CCCC1=O	0	-3	1.6	4	0	-16	1	-1	-4
Cc1c(NC(=O)CN2C(=O)NC3(CCCCC3C)C2=O)cccc1[N+](=O)[O-] (stereo unspecified)	1	-3	.	4	-5	-4	-2	-1	.
Cc1cccc(NC(=O)CN2C(=O)S/C(=C\c3ccccn3)C2=O)c1	-6	2	-0.2	2	3	-7	-2	-2	-6
CCc1nnc(NS(=O)(=O)c2ccc(NC(=S)NC(=O)c3ccncc3)cc2)s1	-1	11	0.9	6	-6	5	-1	2	4
NC1=NC(=O)/C(=C\c2cc([N+](=O)[O-])ccc2Cl)S1	3	6	0.2	3	-1	3	5	-2	-3
CN(c1ccc(C(=O)Nc2ccc(F)cc2F)cc1)S(=O)(=O)c1ccccc1	2	-1	0.5	7	-2	9	-7	-1	-1
Cc1ccc(C(=O)Oc2ccc(-c3nnco3)cc2)o1	-5	-1	1.0	7	-1	-2	-1	3	0
CC(=O)N1c2ccc(S(=O)(=O)N3CCC(C(=O)Nc4cccc(C)c4)CC3)cc2CC1C (stereo unspecified)	1	7	4.5	5	9	5	5	6	2
COc1ccc(/C=N/n2cnc3c([nH]c4ccc(F)cc43)c2=O)cc1CSc1ccccn1	1	9	-0.4	-1	-2	4	0	7	-4
Cc1cccc(C)c1-n1c(C)cc(/C=N/NC(N)=S)c1C	1	-5	-0.2	12	1	-5	0	-3	3
Cc1nc(CNS(=O)(=O)c2cc(C)c(C)cc2C)cs1	5	6	-1.8	-4	2	3	-1	8	1
Cn1cc(C(=O)N2CCCC(Nc3ccc(F)cc3)C2)c2ccccc21 (stereo unspecified)	9	-2	.	2	2	-7	16	-6	1
O=C(Cc1ccc([N+](=O)[O-])cc1)c1ccc(O)cc1O	13	2	-1.7	0	-4	2	-1	6	3
O=C(COc1ccccc1)Nc1ccc2[nH]c(=O)[nH]c2c1	6	0	-3.3	3	-1	-2	8	-10	-2
Cc1ccccc1-n1nc(C)c2c1N=C1C(Cl)=CC(Cl)=CN1C2c1ccc(C(=O)O)cc1 (stereo unspecified)	1	2	0.4	1	-7	2	-2	-1	2
O=c1c2ccccc2ncn1-c1cccc(Cl)c1	4	0	2.4	4	7	0	5	-6	1
Cc1nnc(SCc2nc3scc(-c4ccccc4)c3c(=O)[nH]2)s1	-6	-8	-11	-5	-10	-3	14	-10	-5
COc1ccc(NC(=O)CN(c2ccc(OC)cc2)S(=O)(=O)c2ccc(OC)c(OC)c2)cc1	0	2	1.1	1	0	-6	1	-1	3
CC(OC(=O)CCCN=C1NS(=O)(=O)c2ccccc21)C(=O)Nc1ccc(F)cc1Cl (stereo unspecified)	4	1	1.7	3	3	-2	-1	-1	-5
O=C(NCCN1CCCCC1)c1ccc(F)cc1Cl	7	-2	-1.7	-5	2	5	6	1	-5
O=C(N/N=C\C=C\c1ccc2c(c1)OCO2)C1COc2cc3ccccc3cc2O1 (stereo unspecified)	-7	-3	-0.3	-3	-12	-6	13	2	-10
